Screening results from PubChem BioAssay.
Tau fibril FP – inhibitors of human tau fibril formation | K18 P301L tau heparin fibrillization, Alexa594 FP, 6 h | Potency, µM (top dose mostly 57.7 µM), without a hit: at the top dose activity, negative = inhibition, most hits filed as inhibitors | 0.39% of 280,000 active; note: nearly all actives have a fitted effect of over 55% in size
Target sequence (P10636 561-689 P618L limits assumed): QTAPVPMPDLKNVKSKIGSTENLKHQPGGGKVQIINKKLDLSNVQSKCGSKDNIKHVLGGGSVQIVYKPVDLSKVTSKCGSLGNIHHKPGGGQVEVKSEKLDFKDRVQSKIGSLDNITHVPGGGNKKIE
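Steps: dispense K18 P301L tau (15 uM plus 0.24 uM Alexa 594 tracer, final) in pH 7 sodium acetate; add compound; add heparin (20 uM final); incubate 6 hr, 37 C; add ThT (30 uM final); after 1 hr ambient, read FP.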
GLA spleen mod – inhibits or activates alpha-galactosidase in human spleen homogenate; 0.008% of 240,000 active; human spleen homogenate, 4MU-alpha-Gal fluorescence, 40 min; AID 2107; Potency, µM (top dose mostly 80 µM), for inactives: top-dose activity change, negative = inhibition, usual class: inhibitors; P06280;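 note: 0% = enzyme with vehicle and -100% = no enzyme basal signal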
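Fluorogenic readout (Ex 365/Em 440 nm) of 4-methylumbelliferone released from 1 mM 4-MU-alpha-galactoside by spleen homogenate, 40 min at 37C, pH 5.0. Data normalized to no-enzyme and enzyme controls; Hill-equation AC50 from compound titrations.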
ALDH1A1 inh – inhibitors of human aldehyde dehydrogenase 1A1; P00352; Purified ALDH1A1, NADH fluorescence, propionaldehyde substrate; Potency, µM (top dose mostly 75.3 µM), for the others: at the top dose activity, negative = inhibition, usual class: inhibitors; 7.3% of 220,000 active; AID 1030; active = well fitted inhibition curve with a large enough effect, not every such curve was filed as active; inconclusive = small, poorly fitted or top-dose-only effect, or another doubt; inactive = no such curve, though single readings can be large or run the other way;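 note: plate controls were no enzyme wells and a reference inhibitor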
TRb SRC2 PPI – inhibitors of human thyroid hormone receptor beta-SRC2 interaction; P10828; Potency, µM (titrated, usually from 106 µM), inactives show at the top dose activity change, negative = inhibition, hits mostly inhibitors; AID 1469; TRbeta-SRC2 peptide binding, fluorescence polarization; receptor liganded with 1 µM T3; 0.065% of 280,000 active;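 note: plate controls were bound peptide for no effect and peptide without receptor for full effect; nearly all actives have a fitted effect of over 50% in size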
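Each compound concentration gave % activity, normalized to unbound and bound Texas Red SRC2 controls, from polarization read after 5 hr ambient incubation with T3-loaded human TRb LBD.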
TexasRed fluor – counter-screen for TRb-SRC2 inhibitors: fluorescence interference; Potency, µM (titrated, usually from 106 µM), without a hit: top-dose fluorescence change, negative = quenching; 0.29% of 280,000 active; TRb/SRC2 Texas Red total fluorescence interference; active = well fitted curve in either direction with a large enough effect; inconclusive = small, poorly fitted or top-dose-only effect
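Human TRβ ligand-binding domain (0.6 uM) and Texas Red SRC2 peptide (20 nM) in Tris buffer with 1 uM T3 and 5% DMSO were incubated with pinned compound for 5 hr at ambient temperature. Total fluorescence was computed as S + 2P (555/632 nm).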
L3MBTL1 block – inhibitors of human L3MBTL1; AID 485360; AlphaScreen L3MBTL1–H3K9me1 peptide binding; Potency, µM (top dose mostly 57.1 µM), inactives show at the highest dose activity, negative = inhibition, most hits filed as inhibitors; Q9Y468; 0.66% of 230,000 active; note: nearly all actives have a fitted effect of over 60% in size
Target sequence (Q9Y468 whole entry, looked up): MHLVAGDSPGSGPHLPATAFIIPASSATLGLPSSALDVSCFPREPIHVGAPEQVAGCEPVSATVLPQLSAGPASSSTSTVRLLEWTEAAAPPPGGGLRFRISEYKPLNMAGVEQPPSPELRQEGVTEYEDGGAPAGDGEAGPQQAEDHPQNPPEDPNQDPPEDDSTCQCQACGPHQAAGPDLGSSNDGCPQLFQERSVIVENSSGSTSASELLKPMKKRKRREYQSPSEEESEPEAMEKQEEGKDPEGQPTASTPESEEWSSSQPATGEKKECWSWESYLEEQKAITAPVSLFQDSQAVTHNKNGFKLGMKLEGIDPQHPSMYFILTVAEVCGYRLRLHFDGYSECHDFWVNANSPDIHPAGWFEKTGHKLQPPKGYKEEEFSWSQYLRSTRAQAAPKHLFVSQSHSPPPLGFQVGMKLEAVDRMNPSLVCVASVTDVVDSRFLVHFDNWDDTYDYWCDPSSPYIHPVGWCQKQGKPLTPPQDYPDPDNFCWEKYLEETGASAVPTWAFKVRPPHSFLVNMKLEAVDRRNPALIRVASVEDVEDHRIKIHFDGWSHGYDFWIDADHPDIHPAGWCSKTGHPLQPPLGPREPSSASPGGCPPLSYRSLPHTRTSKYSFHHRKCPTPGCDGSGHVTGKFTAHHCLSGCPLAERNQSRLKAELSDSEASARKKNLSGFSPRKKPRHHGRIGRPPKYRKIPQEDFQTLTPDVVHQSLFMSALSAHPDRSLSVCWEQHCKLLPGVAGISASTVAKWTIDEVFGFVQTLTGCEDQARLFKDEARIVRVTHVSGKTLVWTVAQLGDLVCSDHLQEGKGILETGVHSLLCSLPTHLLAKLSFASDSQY
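Read-out is AlphaScreen signal from streptavidin donor and nickel chelate acceptor beads (10 ug/mL final each) bridging L3MBTL1 (50 nM) and biotinylated K9-monomethylated H3(1-15) peptide (75 nM), after 30 min compound exposure at room temperature.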
Tau fluor counter – counter-screen for tau fibril formation inhibitors; Potency, µM (doses to about 57.7 µM), for inactives: at the highest dose activity change, negative = decrease; tau K18 P301L Alexa594 fluorescence, heparin fibrillization; 0.93% of 280,000 active; note: nearly all actives have a fitted effect of over 55% in size
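Human K18 P301L tau (15 uM unlabeled plus 0.24 uM Alexa 594-labeled, final) in 100 mM sodium acetate pH 7 was mixed with compound and 20 uM heparin and incubated 6 hr at 37 C.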
Tau ThT inhib – blocks human tau fibril formation measured by thioflavin T; P10636; AID 1460; recombinant tau K18 P301L, heparin-induced fibrillization, ThT fluorescence; Potency, µM (titrated, usually from 57.4 µM), for the others: top-dose activity, negative = inhibition, hits mostly inhibitors; 2.1% of 270,000 active; note: nearly all actives have a fitted effect of over 55% in size
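Using a mix of unlabeled (15 uM) and Alexa 594-labeled (0.24 uM) tau K18 P301L, heparin-triggered fibrillization over 6 hr at 37 C was scored by ThT fluorescence.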
* marks the source's active call; other numbers are inactive results; ? = inconclusive; · = no result given; & = joins results of further samples; [ ] = another dose, or the depositor's remark. Unless noted, calls come from the whole dose curve; as a rule, active = well fitted curve in the direction sought with a large enough effect; inconclusive = small, poorly fitted or top-dose-only effect, or another doubt; inactive = no such curve, though single readings can be large; an effect the other way counts as inactive or inconclusive. Unless noted, % is set by controls: 0 for no effect and ±100 for the full control effect; potency is the fitted concentration of half-maximal effect.

Order of values – Tau fibril FP | GLA spleen mod | ALDH1A1 inh | TRb SRC2 PPI | TexasRed fluor | L3MBTL1 block | Tau fluor counter | Tau ThT inhib
1: Clc1ccc(C(c2nnnn2C2CCCC2)N2CCN(Cc3ccncc3)CC2)cc1 (stereo unspecified)
  1% | 0% | 1% | -3% | 0% | 0% | -1% | -2%
2: CC(=O)N(C)c1ccc(NC(=O)c2cnn(C)c2)cc1
  0% | 3% | -3% | -3% | 0% | · | -4% | -5%
3: COc1ccc(NC(=O)C2CCCNC2)cc1OCC(C)C (stereo unspecified)
  -2% | 2% | -6% | -3% | -2% | -8% | 2% | 2%
4: CC(=O)Nc1cccc(NC(C)=O)n1
  7%&3% | 7%&6% | 7%&6% | -9%&-16% | 0%&2% | 2%&-16% | 0%&2% | 6%&0%
5: C/C(=N\NC(=O)CN(c1ccc(C)cc1)S(C)(=O)=O)c1cccs1
  -1% | -3% | 1% | -5% | -3% | -3% | 3% | 4%
6: CCCCCc1cc(=O)oc2c(C(CCN(CC)CC)c3ccc(N(C)C)cc3)c(OC)cc(OC)c12 (stereo unspecified)
  5% | -5% | · | -3% | -4% | · | -22% | ?
7: O=C(Nc1cccc(F)c1)C1C2C=CC3(CN(CCCN4CCOCC4)C(=O)C13)O2 (stereo unspecified)
  -7% | -7% | 1% | ? | 1% | 1% | 6% | 9%
8: O=C(OCC(=O)N1CCN(C(=O)c2ccco2)CC1)c1cc(-c2cccc(Br)c2)nc2ccccc12
  2% | 12% | -8% | -5% | -3% | · | ? | ?
9: COc1ccc2nc(NC(=O)c3nc(S(=O)(=O)Cc4ccccc4)ncc3Cl)sc2c1
  -8% | · | · | 3% | -11% | · | ? | 8.9µM*
10: O=C(CSc1nnc2c(n1)[nH]c1ccccc12)Nc1cccc(S(=O)(=O)N2CCOCC2)c1
  -12% | 2% | · | -1% | 0% | · | ? | -3%
11: CCOC(=O)c1c(NC(=O)CN2CCN(C(=O)c3ccco3)CC2)sc(C(N)=O)c1C
  2% | 7% | -3% | 5% | 1% | 10% | 5% | -6%
12: O=C(CN1CCN(c2cccc(Cl)c2)CC1)Nc1ccc([N+](=O)[O-])cc1C(=O)Nc1ccccc1F
  13% | 3% | -8% | -2% | 0% | 0% | -28% | -8%
13: O=C(C(Cc1ccccc1)N1C(=O)C2C3CCC(C3)C2C1=O)N1CCCCC1 (stereo unspecified)
  9% | 3% | 10% | -11% | -1% | 3% | 4% | 4%
14: Oc1ccc(O)c2c(O)cccc12
  · | -3% | -15% | 14% | 28µM*[quencher] | · | · | ·
15: Cc1ccc(-n2c(SCC(=O)NCc3ccccc3)nc3n[nH]c(C)c3c2=N)cc1Cl
  -9% | · | · | -10% | -2% | · | -4% | 4%
16: Cc1ccc(C2=NN(C(=O)CSc3nc(N)cc(N)n3)C(c3ccco3)C2)cc1 (stereo unspecified)
  -4% | -12% | ? | -1% | 4% | 3% | -17% | -12%
17: CCc1ccccc1NC(=O)CSc1ncc2c(n1)-c1ccccc1N(C)S2(=O)=O
  -20% | · | · | 8% | 0% | · | -28% | -14%
18: COc1ccc2c(CNCCc3ccco3)c(C(=O)O)n(Cc3ccccc3)c2c1
  3% | · | · | 9% | -2% | · | -7% | -6%
19: Cc1cccc(C)c1NC(=O)CN1C(=O)S/C(=C\c2cccn2C)C1=O
  5% | -7% | 6% | 3% | 1% | 11% | -7% | -6%
20: CCc1cccc(CC)c1NC(=S)Nc1cccc(Cl)c1Cl
  -1% | 1% | · | -1% | 0% | 8% | 3% | 7%

Some of these compounds in order of molecular weight, descending:
Order of values – Tau fibril FP | GLA spleen mod | ALDH1A1 inh | TRb SRC2 PPI | TexasRed fluor | L3MBTL1 block | Tau fluor counter | Tau ThT inhib
15: Cc1ccc(-n2c(SCC(=O)NCc3ccccc3)nc3n[nH]c(C)c3c2=N)cc1Cl
  -9% | · | · | -10% | -2% | · | -4% | 4%
17: CCc1ccccc1NC(=O)CSc1ncc2c(n1)-c1ccccc1N(C)S2(=O)=O
  -20% | · | · | 8% | 0% | · | -28% | -14%
20: CCc1cccc(CC)c1NC(=S)Nc1cccc(Cl)c1Cl
  -1% | 1% | · | -1% | 0% | 8% | 3% | 7%

Other structures.
Order of values – Tau fibril FP | GLA spleen mod | ALDH1A1 inh | TRb SRC2 PPI | TexasRed fluor | L3MBTL1 block | Tau fluor counter | Tau ThT inhib
21: NS(=O)(=O)c1ccc(NC(=O)CN2CCc3ccccc32)cc1
  3% | 7% | · | -6% | -4% | · | 4% | ·
22: Cn1c(-c2c(N)n(-c3ccccc3)c3nc4ccccc4nc23)nc2ccccc21
  -8% | -3% | 9% | -3% | 0% | 0% | -5% | ?
23: CCOC(=O)c1ccc2nc(NC(=O)c3cccs3)sc2c1
  -13% | 5% | -13% | -4% | -5% | -26% | -17% | -16%
24: Cc1ccc(NC(=O)Cn2c(=O)oc3cc(S(=O)(=O)N4CCC(C)CC4)ccc32)cc1C
  -5% | 5% | ? | 11% | 0% | · | -21% | -8%
25: COc1ccc(/C=N/NC(=O)c2cccnc2)cc1Cn1nc([N+](=O)[O-])c(Br)c1C
  3% | -11% | ? | -14% | -1% | -9% | -25% | ?
26: CO/N=C\[C@@H](C)[C@H](OCc1ccccc1)C(C)C
  1%[11.6 µM] | 15%[17.5 µM] | -10%[13.5 µM] | -5%[11.2 µM] | -3%[11.2 µM] | · | -5%[11.6 µM] | -4%[11.5 µM]
27: CN(C)S(=O)(=O)c1cccc(NC(=S)N/N=C/C2CC=CCC2)c1 (stereo unspecified)
  3% | 5% | ? | 1% | 0% | -1% | -9% | -4%
28: C[C@@H]1CCC[C@H](C)N1NC(=O)c1ccc(Cl)c(S(N)(=O)=O)c1
  4% | 6% | 5% | 1% | -1% | 1% | -4% | -9%
29: CC(C)(C)c1ccc(C(=O)Nc2ccc(NC(=O)c3ccco3)cc2)cc1
  -4% | -4% | -6% | -1% | 0% | -5% | -24% | -8%
30: CCOC(=O)c1c(/N=C/C2=C(O)CC(C)(C)CC2=O)sc2c1CCCC2
  0% | -10% | · | 1% | -3% | 7% | -18% | ?

Copied from above, entries 21–22
Order of values – Tau fibril FP | GLA spleen mod | ALDH1A1 inh | TRb SRC2 PPI | TexasRed fluor | L3MBTL1 block | Tau fluor counter | Tau ThT inhib
21: NS(=O)(=O)c1ccc(NC(=O)CN2CCc3ccccc32)cc1
  3% | 7% | · | -6% | -4% | · | 4% | ·
22: Cn1c(-c2c(N)n(-c3ccccc3)c3nc4ccccc4nc23)nc2ccccc21
  -8% | -3% | 9% | -3% | 0% | 0% | -5% | ?

Other structures follow:
Order of values – Tau fibril FP | GLA spleen mod | ALDH1A1 inh | TRb SRC2 PPI | TexasRed fluor | L3MBTL1 block | Tau fluor counter | Tau ThT inhib
31: CCSc1cc(N2CCOCC2)nc(-c2ccc(Cl)cc2)n1
  -10% | 4% | 8% | -1% | 0% | 17% | -18% | -4%
32: O=C(Nc1ccccc1)c1ccc(-c2ccccc2Cl)o1
  ? | -1% | -15% | 8% | 0% | 7% | ? | -19%
33: CCOC(=O)C1=C(c2cccc(F)c2)NC(=S)NC1C (stereo unspecified)
  -5% | -7% | 1.6µM* | -12% | 0% | · | -4% | -3%
34: COC(=O)c1c(NC(=O)c2ccc(OC(C)C)cc2)sc2c1CC(C)(C)NC2(C)C
  8% | ? | ? | 1% | -7% | 13% | -3% | -13%
35: COc1cc(N=Nc2c(O)c3ccccc3[nH]c2=O)c(OC)cc1N=Nc1ccccc1
  -12% | 8% | 16µM* | -13% | -6% | -29% | ? | 7.1µM*
36: CCOC(=O)c1ccc(NC(=O)N2CCN(c3ccccn3)CC2)cc1
  -1% | 5% | ? | 4% | -2% | · | -2% | ?
37: N#C/C(=C\c1ccncc1)C(N)=O
  3% | -1% | -12% | 7% | 1% | 5% | 7% | 1%
38: CCSc1nc2ccccc2n1C(=O)/C=C/c1ccc(OC)c(OC)c1
  7.9µM* | -5% | -10% | -4% | 0% | -2% | -23% | 7.9µM*
39: Cc1cc2nc(CCN(Cc3cccnc3)C(=S)Nc3ccccc3)[nH]c2cc1C
  -16% | -5% | ? | -6% | -1% | 1% | ? | -10%
40: CCC(C(=O)OCC(=O)Nc1cc(OC)ccc1OC)c1ccccc1 (stereo unspecified)
  2% | 4% | 4% | -2% | 2% | 4% | -16% | -7%

Shown screen by screen: part of the list above
[38] CCSc1nc2ccccc2n1C(=O)/C=C/c1ccc(OC)c(OC)c1
[36] CCOC(=O)c1ccc(NC(=O)N2CCN(c3ccccn3)CC2)cc1
[37] N#C/C(=C\c1ccncc1)C(N)=O
[34] COC(=O)c1c(NC(=O)c2ccc(OC(C)C)cc2)sc2c1CC(C)(C)NC2(C)C

compound no. | 38 | 36 | 37 | 34
Tau fibril FP | 7.9µM* | -1% | 3% | 8%
GLA spleen mod | -5% | 5% | -1% | ?
ALDH1A1 inh | -10% | ? | -12% | ?
TRb SRC2 PPI | -4% | 4% | 7% | 1%
TexasRed fluor | 0% | -2% | 1% | -7%
L3MBTL1 block | -2% | · | 5% | 13%
Tau fluor counter | -23% | -2% | 7% | -3%
Tau ThT inhib | 7.9µM* | ? | 1% | -13%

Additional compounds
Order of values – Tau fibril FP | GLA spleen mod | ALDH1A1 inh | TRb SRC2 PPI | TexasRed fluor | L3MBTL1 block | Tau fluor counter | Tau ThT inhib
41: C=CCSc1nccc(-c2cc(Cl)sc2Cl)n1
  -4% | 3% | 3% | 8% | -1% | · | -21% | -13%
42: COc1ccc(-c2cc(C(F)F)n3ncc(C(=O)N4CCN5CCCC5C4)c3n2)cc1 (stereo unspecified)
  1% | 14% | ? | -5% | 1% | -2% | 1% | -15%
43: CCSc1nnc(NC(=O)CCc2ccccc2)s1
  -1% | 2% | 11% | 4% | -1% | 1% | -3% | -7%
44: CCOC(=O)/C=C(\C)N1N=C(c2ccccc2)CC1c1ccccc1 (stereo unspecified)
  2% | 7% | 1µM* | 6% | -1% | ? | -10% | -10%
45: COc1ccc(/C=N/n2cnn(Cc3ccccc3Cl)c2=S)cc1OC
  -8% | 5% | ? | -1% | -2% | -13% | -28% | -9%
